From PubChem
FadD28 binding: M. tuberculosis FadD28 bisubstrate binding inhibition; FadD28 bisubstrate probe binding, fluorescence polarization; inhibition, % at 12.5 µM; actives 0.22% (n = 360,000); in the data active = inhibition above about 8.5%, passing the limit was not always enough
Yp Topo-I inh: inhibitors of Yersinia pestis topoisomerase I; activity, % at 10 µM; Y. pestis Topo-I cleavage product accumulation, plate reader; actives 0.064% (n = 360,000); AID 504884; in the data active = activity above about 50%, passing the limit was not always enough; note: inactives centre near 2
BH1578 lux ind: inducers of Vibrio cholerae quorum light production without autoinducers; AID 588436; activation, % at 18.7 µM; actives 0.16% (n = 350,000); V. cholerae BH1578 lux reporter, luminescence, 6 h; in the data active = activation mostly above about 9.7%, no sharp cut-off; note: not every result past the cut was called active; inactives centre near 0; reference of the scale not given here
BioA inh: inhibitors of Mycobacterium tuberculosis BioA enzyme. purified M. tuberculosis BioA enzyme, plate reader. inhibition, % at 9.99 µM. actives 0.096% (n = 360,000); in the data active = inhibition above about 40%
PfHsp40 rescue: compounds rescuing yeast from Plasmodium falciparum HSP40 toxicity; S. cerevisiae expressing PfHsp40, growth rescue, ATP luminescence; growth rescue, % at 12.5 µM; actives 0.68% (n = 340,000); in the data active = growth rescue above about 28%, passing the limit was not always enough;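 note: yeast W303a lacking pdr1 and pdr3 grown in galactose medium; growth measured after three days at 30 °C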
TcdB GH inh: TcdB glycohydrolase inhibition; actives 0.24% (n = 350,000); inhibition, % at 9.99 µM; TcdB glycohydrolase enzymatic assay, plate reader; P18177; in the data active = inhibition above about 10%
Mtb FBA inh: inhibitors of M. tuberculosis fructose-bisphosphate aldolase | P9WQA3 | purified M. tuberculosis FBA, fluorescence read-out | inhibition, % at 1 µM | actives 2.3% (n = 360,000); in the data active = inhibition above about 27%;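 note: 0% = vehicle and 100% = reference inhibitor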
Target sequence (P9WQA3 whole entry, looked up): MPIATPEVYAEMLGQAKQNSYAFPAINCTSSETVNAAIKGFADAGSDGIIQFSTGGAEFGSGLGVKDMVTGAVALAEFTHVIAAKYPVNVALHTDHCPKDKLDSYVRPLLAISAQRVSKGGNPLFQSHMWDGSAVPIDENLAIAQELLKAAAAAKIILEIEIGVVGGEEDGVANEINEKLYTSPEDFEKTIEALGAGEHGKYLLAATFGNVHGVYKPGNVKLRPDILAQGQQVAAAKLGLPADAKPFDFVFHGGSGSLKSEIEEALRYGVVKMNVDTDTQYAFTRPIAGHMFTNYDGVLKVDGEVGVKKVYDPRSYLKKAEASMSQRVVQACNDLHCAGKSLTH
GDH-TPI counter: counter-screen for M. tuberculosis FBA inhibitors: GDH-TPI coupled enzymes; GDH-TPI coupled enzyme counterscreen, NADH absorbance; inhibition, % at 4.8 µM; actives 1.2% (n = 360,000); in the data active = inhibition above about 30%;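 note: 0% = DMSO wells and 100% = wells lacking the enzyme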
Mtb UGM inh: inhibitors of M. tuberculosis UDP-galactopyranose mutase | P9WIQ1 | purified UGM, fluorescence polarization probe displacement | inhibition, % at 10 µM | actives 0.06% (n = 320,000); in the data active = inhibition above about 10%, passing the limit was not always enough
Target sequence (P9WIQ1 whole entry, looked up): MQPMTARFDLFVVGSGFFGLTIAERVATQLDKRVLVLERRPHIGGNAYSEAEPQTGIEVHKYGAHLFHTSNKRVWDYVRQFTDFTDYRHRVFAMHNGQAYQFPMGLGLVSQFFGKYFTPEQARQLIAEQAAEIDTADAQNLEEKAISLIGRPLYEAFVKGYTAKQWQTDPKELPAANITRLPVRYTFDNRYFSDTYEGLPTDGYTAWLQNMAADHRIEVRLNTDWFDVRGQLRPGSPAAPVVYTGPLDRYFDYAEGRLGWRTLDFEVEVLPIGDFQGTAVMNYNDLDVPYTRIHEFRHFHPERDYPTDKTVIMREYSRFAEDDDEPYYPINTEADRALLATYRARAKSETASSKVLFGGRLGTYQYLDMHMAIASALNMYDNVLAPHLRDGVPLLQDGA
Active calls of the source: *; i = inactive; . = not tested or not shown; & = joins results of further samples; ! = not confirmed by another sample.

SMILES	FadD28 binding	Yp Topo-I inh	BH1578 lux ind	BioA inh	PfHsp40 rescue	TcdB GH inh	Mtb FBA inh	GDH-TPI counter	Mtb UGM inh
Cc1ccc(NC(=O)c2nc[nH]c2C(=O)NCCCCNC(=O)c2[nH]cnc2C(=O)Nc2ccc(C)cc2)cc1	-4.4	6	-0.4	-1.2	-1.7	1.1	-1	-4	-0.5
CCCCC1(CC(=O)OCC)SCCN1C(N)=O (centres undefined)	-0.4	4	i	0.8	.	1.4	4	6	.
Cc1cccc(C)c1NC(=S)N(CCCN1CCOCC1)Cc1cccnc1	-2.8	1	-0.4	4.0	-1.0	1.2	1	-7	1.2
COc1ccc(C(=O)N2CCOC2CNC(=O)C(=O)NCc2ccccn2)cc1 (centres undefined)	-4.3	4	-0.5	0.5	.	-0.2	-4	-1	.
O=C(COC(=O)C1=Cc2ccccc2OC1)NCc1ccc(F)cc1	-2.5	6	i	-0.9	-1.3	.	-3	8	.
Cc1nc2ccccn2c1P(=S)(N1CCCCC1)N1CCCCC1	-1.6	26	i	0.4	-0.2	.	2	2	-1.1
CCCCc1ccc(NC(=S)N2CCCC(C)C2)cc1 (centres undefined)	-1.4	-10	-1.8	1.1	7.6	0.8	5	-1	-0.1
CCOc1ccc(Cn2cc(F)c(=O)[nH]c2=O)cc1	1.4	-8	0.6	-1.6	0.9	1.0	3	-10	-1.5
CN1CCN(c2ccccc2NC(=O)c2sc3ccccc3c2Cl)CC1	-3.0	-1	1.3	.	1.1	-0.2	-1	-1	0.1
CCOC(=O)c1c(C)[nH]c(C(=O)OCCOc2ccccc2C)c1C	-1.1	37	-0.3	-1.5	0.2	0.1	-6	1	.
CCOC(=O)c1[nH]c2ccc(OCC)cc2c1NC(=O)CN1CCN(c2ccccn2)CC1	-1.3	11	i	2.5	2.5	.	25	17	0.3
O=C(O)CCNC(=O)c1ccc(NC(=O)Cc2ccc(Cl)cc2)cc1	0.1	-9	-0.3	.	0.3	0.7	3	8	1.7
COc1cc(NC(=O)c2cc(-c3ccco3)on2)cc(OC)c1OC	0.2	5	4.0	-0.8	-1.4	0.9	0	-1	0.0
Cc1cc(CN(C)C(=O)c2cc(COc3ccc4ncccc4c3)on2)on1	-4.4	4	0.6	3.5	0.8	1.6	2	-2	0.4
CCOC(=O)C1=CC[C@H]2c3c(c4ccccc4n3C)C(=O)C1N2C(=O)OC(C)(C)C	-0.3	-1	i	1.9	2.2	0.9	2	7	4.6
COc1ccc(C(=O)C2CCCN(C(=O)Cn3nc(C)nc3C)C2)cc1F (centres undefined)	0.8	3	0.8	0.9	.	0.6	-1	6	.
CC(=O)c1c(C)[nH]c(C(=O)OCC(=O)c2ccc3c(c2)NC(=O)CO3)c1C	-4.4	11	i	-0.7	0.0	0.9	-4	-5	3.1
COc1ccc(C(O)P(=O)(Oc2ccccc2)Oc2ccccc2)cc1 (centres undefined)	-2.1	7	-0.5	2.6	-0.7	1.6	1	4	5.5
CNc1cc(Cl)c2nonc2c1[N+](=O)[O-]	-1.4	5	-0.4	.	-0.1	0.3	-9	2	.
CCOC(=O)Cn1nc(-c2ccc(F)cc2)cc(Cc2ccccc2)c1=O	-1.4	33	-0.5	12	4.2	-0.1	-4	-1	-8.9
COc1cccc(NC(=O)C2CCN(S(=O)(=O)c3ccc4c(c3)NC(=O)CO4)CC2)c1	-1.6	5	-0.1	9.2	-0.8	0.8	-2	-4	-0.8
CN1CCN(S(=O)(=O)c2ccc3c(c2)C(C)(C)C(=O)N3C)CC1	-2.3	2	-0.2	-1.3	-1.0	-0.8	-2	-1	-3.3
O=C(Nc1nnc(C2=COCCO2)o1)c1cccc(C(F)(F)F)c1	0.9	4	-0.8	13	0.8	1.8	0	15	-1.8
C#Cc1ccc(NC(=O)C2(C)CCN2C(=O)Cc2ccc(C(C)C)cc2)cc1 (centres undefined)	-1.8	34	i	-0.4	.	1.2	-1	2	.
Cc1cc(C(=O)Nc2c(F)c(F)c(F)c(F)c2F)n(-c2ccccc2)n1	-3.5	-2	-2.3	.	23	0.0	0	-6	1.2
Cc1ccc(-c2nnn(CC(=O)N(c3ccccc3F)C(CC(C)C)C(=O)NCC3CCCO3)n2)cc1 (centres undefined)	0.7	31	i	.	4.8	.	-4	10	-0.8
CCN(CC)c1nc2ccccc2nc1-n1nc(C)cc1C	-2.7	2	-0.7	0.5	0.4	.	-5	4	2.0
COc1ccc(C(C#N)N2CCC(c3ccccc3)=N2)cc1OC (centres undefined)	-3.2	13	-1.5	.	1.2	1.5	1	-8	.
CCOC(=O)CC(NS(=O)(=O)c1ccc(OC)c(C)c1)c1cccc([N+](=O)[O-])c1 (centres undefined)	-3.1	15	-0.2	.	-0.9	2.1	1	0	0.0
CC(OC(=O)c1ccccc1C(=O)N(C)C1CCCCC1)C(=O)NC1(C#N)CCCCC1 (centres undefined)	0.6	13	-0.3	0.9	-0.7	0.5	3	6	-1.0
COc1ccc(CCNC(=O)Cn2nnc(C(=O)Nc3cc(C)ccc3C)c2N)cc1OC	-1.5	5	i	-1.4	0.4	2.7	1	-2	0.3
CSC[C@H]1CN(Cc2ccccc2)C(=O)[C@@H]1CC(=O)Nc1ccccc1	-2.4	6	-0.8	1.9	.	1.0	1	12	.
O=C(Oc1ccc(F)cc1)c1ccc2c(=O)n3c(nc2c1)CCC3	-4.4	13	-0.4	.	-0.5	0.8	1	-5	2.1
CN(Cc1cnccn1)Cc1ccccc1OCC(O)CN1CCc2ccccc2C1 (centres undefined)	-2.7	-5	-0.3	0.1	0.4	-3.0	0	-2	-0.3
COc1ccc(N(CC(=O)Nc2ccc(S(=O)(=O)N3CCOCC3)cc2)S(C)(=O)=O)cc1OC	-2.2	-3	i	-0.5	.	0.6	-2	-4	.
COc1ccc(CNC(=O)CS(=O)(=O)Cc2nc(-c3ccc(OC)cc3)oc2C)cc1	-2.1	21	-0.2	-0.5	0.1	-0.1	2	-4	5.0
O=c1c2ccccc2ncn1-c1cccc(Cl)c1	-0.7	-7	i	-3.4	-0.9	.	-1	-2	-2.0
CCN(CC)CC#CCC(O)(c1ccccc1)c1ccccc1	-1.9	12	i	.	0.5	-1.6	3	-1	0.5
O=c1c2ccccc2nc(-c2ccccc2)n1Cc1ccc(Cl)cc1	-0.4	9	-0.4	2.9	0.5	.	-4	11	-0.4
CCOC(=O)C1(C)CCN1C(=O)c1cc(-c2ccc(Cl)cc2)oc1C (centres undefined)	-2.5	27	-0.4	-0.1	.	2.7	1	4	.
CCN(CC)c1ccc(C(=O)NNC(=O)CCNC(=O)c2ccccc2)cc1	.	-3	i	-0.8	-2.1	-0.5	-1	14	0.5
CCOC(=O)Cn1c(=O)oc2cc(S(=O)(=O)N3CCCc4ccccc43)ccc21	-0.6	30	-0.2	3.2	1.5	1.1	-2	13	-2.2
CCOC(=O)c1c(N2C(=O)CC(Sc3ccccc3C(=O)O)C2=O)sc2c1CCCC2 (centres undefined)	-1.4	16	-0.8	.	41*	-1.8	2	3	2.7
S=C(c1ccc(-c2ccc(Cl)c(Cl)c2)o1)N1CCOCC1	-3.5	19	-7.1	0.4	4.2	.	-2	18	3.3
CCOC(=O)c1ccc(-c2ccc(C(=O)Nc3cccnc3)o2)cc1	-8.7	2	-0.4	27	7.2	.	-3	26	-0.3
Cn1c(=O)c2c(nc(N3CCCCCC3)n2CC(O)COc2ccc(Cl)cc2)n(C)c1=O (centres undefined)	-0.5	-11	i	-3.7	1.3	.	0	4	1.2
Cc1cccc(C)c1NC(=O)c1c(O)c2ccccc2[nH]c1=O	-1.3	2	i	-0.3	-0.5	1.0	1	7	0.2
CCCNC(=O)NC(=O)COc1c(F)c(F)cc(F)c1F	-0.3	5	3.6	0.5	4.6	.	0	10	.
COc1c(/C=N/Nc2ccc([N+](=O)[O-])cc2[N+](=O)[O-])c(C)nn1-c1ccccc1	-2.2	-7	i	-1.3	-1.9	.	-1	0	1.6
Cc1nc(C)c(-c2csc(Nc3ccc(C(=O)O)c(O)c3)n2)s1	0.0	-6	-0.8	1.2	-0.1	1.4	5	28	3.0
COc1cccc(-c2nc(-c3ccccn3)no2)c1OC	-2.1	-1	-0.9	-0.6	0.6	.	-3	0	4.5
Oc1csc(Cc2nc(-c3ccc(Br)cc3)cs2)n1	-2.7	6	i	.	-0.7	0.2	1	16	0.2
Cc1cc2oc(C(=O)NCc3ccccc3)cc(=O)c2cc1C	-1.4	0	-0.1	-0.1	.	0.2	5	15	-0.4
Cc1nn(-c2ccc(N3CCCCC3)nn2)c(C)c1CCC(=O)Nc1ccccc1F	-1.2	23	-3.1	1.4	1.9	1.3	2	0	0.5
COc1ccc(C)cc1S(=O)(=O)NNc1nc(C)cc(C)n1	-1.8	3	.	.	20	-1.8	0	4	0.8
CC(=O)N1CC2(CC(c3ccccc3C(F)(F)F)=NO2)CN1c1ccc(Cl)cc1 (centres undefined)	-3.0	10	-0.3	.	.	0.4	-2	4	.
CC(=O)Cn1cnc2c(cnn2-c2ccc(C)c(C)c2)c1=O	-0.7	0	-1.0	5.4	-2.4	0.0	-1	0	-1.1
CCOC(=O)C1CCCN(C(=O)c2ccc3nc(-c4ccc(OC)c(OC)c4)c(-c4ccc(OC)c(OC)c4)nc3c2)C1 (centres undefined)	-4.2	6	-0.4	12	0.5	1.7	-2	5	-1.8
O=C(CS(=O)(=O)c1ccc(F)cc1)Nc1nccs1	-0.9	5	i	.	-0.6	5.1	0	5	-1.2
C[C@H]1CCC/C=C/[C@@H]2C[C@H](O)C[C@H]2[C@H](O)/C=C/C(=O)O1	1.2&0.3	0&3	0.4	-1.1&0.8	47*!	0.0&1.0	0&0	6&6	-1.5&-1.6

A section of the results above:
SMILES	FadD28 binding	Yp Topo-I inh	BH1578 lux ind	BioA inh	PfHsp40 rescue	TcdB GH inh	Mtb FBA inh	GDH-TPI counter	Mtb UGM inh
COc1ccc(C)cc1S(=O)(=O)NNc1nc(C)cc(C)n1	-1.8	3	.	.	20	-1.8	0	4	0.8
CC(=O)N1CC2(CC(c3ccccc3C(F)(F)F)=NO2)CN1c1ccc(Cl)cc1 (centres undefined)	-3.0	10	-0.3	.	.	0.4	-2	4	.
CC(=O)Cn1cnc2c(cnn2-c2ccc(C)c(C)c2)c1=O	-0.7	0	-1.0	5.4	-2.4	0.0	-1	0	-1.1
CCOC(=O)C1CCCN(C(=O)c2ccc3nc(-c4ccc(OC)c(OC)c4)c(-c4ccc(OC)c(OC)c4)nc3c2)C1 (centres undefined)	-4.2	6	-0.4	12	0.5	1.7	-2	5	-1.8
O=C(CS(=O)(=O)c1ccc(F)cc1)Nc1nccs1	-0.9	5	i	.	-0.6	5.1	0	5	-1.2
C[C@H]1CCC/C=C/[C@@H]2C[C@H](O)C[C@H]2[C@H](O)/C=C/C(=O)O1	1.2&0.3	0&3	0.4	-1.1&0.8	47*!	0.0&1.0	0&0	6&6	-1.5&-1.6

Next section
SMILES	FadD28 binding	Yp Topo-I inh	BH1578 lux ind	BioA inh	PfHsp40 rescue	TcdB GH inh	Mtb FBA inh	GDH-TPI counter	Mtb UGM inh
COc1cc(-c2n[nH]c(=O)o2)cc(OC)c1OC	-0.8	-4	-0.6	-1.0	0.3	.	12	16	0.7
CCOC(=O)c1nn(-c2ccc(C)c(C)c2)c(=O)c2c(N)scc12	0.2	-3	-0.4	-0.3	-0.7	.	-1	8	1.6
COc1ccc(-n2nc3c(c2NC(=O)COc2ccccc2)CS(=O)C3)cc1 (centres undefined)	1.6	7	-0.1	-0.5	-0.7	-0.3	1	-8	0.3
COCc1c(C(=O)OCC(=O)c2c(N)n(CC(C)C)c(=O)n(C)c2=O)oc2ccccc12	-5.3	15	i	-1.1	1.3	.	0	3	1.6
COc1ccc(C2CC(=O)C3=C(C2)Nc2ncnn2C3c2ccccc2)cc1 (centres undefined)	-9.3	1	-0.7	0.5	-0.9	.	5	7	0.8
CN(C(=O)c1ccccc1Cl)c1ccccc1C(=O)NCCc1ccccc1	-13	15	-0.6	0.3	-0.5	1.1	-1	-1	0.6
C[C@H]1CN([C@@H](C)CO)C(=O)CCCn2nncc2CO[C@H]1CN(C)C(=O)Cc1ccccc1	-3.5	5	-0.4	-0.2&-2.1&0.1	.	-0.6&0.9&-0.7	-1	-1	.
CC1CCCC(NC(=O)CSc2ccc(F)cc2)C1C (centres undefined)	-1.4	4	-0.3	3.0	0.8	1.0	0	-2	-0.7
